ELG1 genotoxic: inducers of genotoxicity in HEK293T ELG1-luciferase cells; HEK293T ELG1-luciferase reporter, luminescence, 16 h; Potency, µM (titrated, usually from 46 µM), for the others: at the top dose activity change, positive = activation, usual class: activators; 330,000 tested, 1.3% active; AID 504466; also: % of control where 0% means no effect; nearly all actives have a fitted effect of over 60% in size
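After overnight (16 hr) compound treatment at 37 °C, ELG1-luciferase HEK293T cells were lysed with ONE-Glo; luminescence quantified 30 min later at room temperature.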
RORg inh: blocks mouse ROR gamma transcriptional activity; Potency, µM (series often up to 53.6 µM), for inactives: top-dose activity change, negative = inhibition, hits mostly inhibitors; P51450; 310,000 tested, 5.4% active; Drosophila S2 Gal4-RORgamma UAS-luciferase reporter, 20 h; also: % is scaled to controls: 0 for no effect and ±100 for the full control effect; nearly all actives have a fitted effect of over 60% in size
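Luciferase reporter read in Schneider cells carrying Gal4-RORγ (mouse) and UAS-Photinus luciferase; cells given compound 1 h before 700 uM copper sulfate induction, then incubated 20 h at ambient temperature.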
FLuc modulator: inhibits or activates purified firefly luciferase, miR-21 counter-screen. purified FLuc, Km substrates, luminescence inhibition. Potency, µM (doses to about 57.5 µM), for inactives: at the top dose activity change, negative = inhibition, usual class: inhibitors. P08659. 360,000 tested, 6.9% active;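 also: plate controls were vehicle for no effect and reference inhibitor for full effect; nearly all actives have a fitted effect of over 55% in size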
Target sequence (P08659 whole entry, looked up): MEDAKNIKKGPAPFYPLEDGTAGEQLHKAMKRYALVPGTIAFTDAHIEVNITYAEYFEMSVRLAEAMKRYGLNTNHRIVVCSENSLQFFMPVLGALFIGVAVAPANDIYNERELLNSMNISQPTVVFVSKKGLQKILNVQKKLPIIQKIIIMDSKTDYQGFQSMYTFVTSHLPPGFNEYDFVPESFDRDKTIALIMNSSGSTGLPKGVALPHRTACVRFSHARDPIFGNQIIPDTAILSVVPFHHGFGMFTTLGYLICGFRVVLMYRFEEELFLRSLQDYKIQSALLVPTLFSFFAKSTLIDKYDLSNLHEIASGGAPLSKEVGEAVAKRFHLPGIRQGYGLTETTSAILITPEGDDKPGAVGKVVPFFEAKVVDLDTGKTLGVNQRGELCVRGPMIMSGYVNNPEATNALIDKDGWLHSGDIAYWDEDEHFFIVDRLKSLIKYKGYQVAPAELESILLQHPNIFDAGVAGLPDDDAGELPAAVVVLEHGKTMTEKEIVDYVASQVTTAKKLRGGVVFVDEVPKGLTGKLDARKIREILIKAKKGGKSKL
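Purified P. pyralis luciferase, 10 nM final, with Km-level 10 uM D-luciferin and 10 uM ATP in 50 mM Tris acetate pH 7.5, 10 mM Mg acetate, 0.01% Tween-20, 0.05% BSA; 6-point qHTS titration about 60 µM downward; luminescence read.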
BRCA1 expr act: activators of BRCA1 expression; MCF7-BRCA1-FFLuc reporter, luminescence, 48 h; response scale: scaled: vehicle 0%, 10 µM genistein 100%; Potency, µM (titrated, usually from 46.1 µM), without a hit: at the top dose activation, actives largely listed as activators; 380,000 tested, 1.1% active; also: nearly all actives have a fitted effect of over 80% in size; some results filed as inactive show a strong effect at the top dose
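Reporter cells (MCF7, BRCA1 promoter-firefly luciferase) received library compounds across a concentration series for 48 h. End-point luminescence was measured and concentration-effect curves derived after normalization.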
NPC1 prom act: activates the NPC1 promoter. Potency, µM (doses to about 9.22 µM), for the others: at the highest dose activation, actives largely listed as activators. 320,000 tested, 2.4% active. Huh7 NPC1 promoter luciferase reporter, 24 h. AID 485313;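 also: % of control where 0% means no effect; nearly all actives have a fitted effect of over 60% in size; reporter is driven by a mutant NPC1 promoter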
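In 1536-well qHTS, Huh7 cells harboring an NPC1 promoter–luciferase construct received compound for 24 h; activation was quantified by luminescence following luciferase reagent addition.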
VP16 counter: Gal4-VP16 reporter inhibition counter-screen; 310,000 tested, 3.5% active; Drosophila S2 Gal4-VP16 UAS-luciferase, luminescence, 20 h; Potency, µM (titrated, usually from 53.6 µM), inactives show at the highest dose activity, negative = inhibition, most hits filed as inhibitors;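 also: Gal4-VP16 expression switched on by copper sulfate through the metallothionein promoter; % is scaled to controls: 0 for no effect and ±100 for the full control effect; nearly all actives have a fitted effect of over 50% in size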
Rab9 promoter act: activates the Rab9 promoter; Huh7 Rab9 promoter-luciferase reporter, luminescence, 24 h; Potency, µM (titrated, usually from 9.22 µM), for the others: top-dose activation, negative = inhibition, usual class: activators; 320,000 tested, 2.8% active; also: % of control where 0% means no effect; nearly all actives have a fitted effect of over 60% in size
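Huh7 cells stably carrying Rab9 promoter–luciferase reporter, plated 1500 cells/well, compound added after 2 h and incubated 24 h at 37 °C; luciferase luminescence then read after 10 min with detection reagent.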
p53 reactivation: re-activators of mutant p53; Potency, µM (doses to about 92.2 µM), inactives show at the highest dose activity change, positive = activation, usual class: activators; AID 504706; 320,000 tested, 0.063% active; H1299 p53-A138V BP100-luciferase reporter, luminescence, 24 h; also: % of control where 0% means no effect; nearly all actives have a fitted effect of over 45% in size
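p53-null H1299 cells stably carrying temperature-sensitive p53-A138V and a BP100-luciferase reporter were pinned with compounds (4-point, 1:5 series) and held 24 hrs at 37 deg C. Luminescence was read 10 min after detection reagent.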
MBNL1 CUG block: blocks human MBNL1 binding to CUG repeat RNA; Q9NR56; TR-FRET MBNL1-His/biotin-(CUG)12 binding, 665/545 ratio; Potency, µM (series often up to 57.5 µM), inactives show at the highest dose activity change, negative = inhibition, actives largely listed as inhibitors; 280,000 tested, 0.036% active; active = well fitted inhibition curve with a large enough effect in the signal ratio, with a control signal flat, not every such curve was filed as active; inconclusive = small, poorly fitted or top-dose-only effect, or effect the other way, or a change in a side signal; inactive = no such curve, though single readings can be large or run the other way; the % refers to the signal ratio; also: % is scaled to controls: 0 for no effect and ±100 for the full control effect
Target sequence (Q9NR56 whole entry, looked up): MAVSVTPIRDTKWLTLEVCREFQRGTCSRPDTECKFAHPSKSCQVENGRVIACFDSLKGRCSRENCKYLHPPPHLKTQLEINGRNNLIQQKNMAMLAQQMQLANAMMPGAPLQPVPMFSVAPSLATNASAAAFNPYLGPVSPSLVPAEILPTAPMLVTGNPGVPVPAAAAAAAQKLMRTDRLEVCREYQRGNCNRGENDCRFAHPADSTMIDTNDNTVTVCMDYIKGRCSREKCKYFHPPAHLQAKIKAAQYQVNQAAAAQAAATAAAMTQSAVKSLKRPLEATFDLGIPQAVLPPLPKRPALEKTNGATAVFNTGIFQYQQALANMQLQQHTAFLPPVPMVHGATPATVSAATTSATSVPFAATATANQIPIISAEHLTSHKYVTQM
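Inhibition of protein-RNA binding appears as loss of TR-FRET between terbium anti-His antibody on MBNL1-His and streptavidin-XL665 on biotin-(CUG)12. Activity is normalized to buffer-only and uninhibited-complex controls.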
uPA surface inh: cell surface uPA generation inhibition | cell surface uPA generation assay, qHTS | Potency, µM (doses to about 38.3 µM), inactives show at the top dose activity change, negative = inhibition, most hits filed as inhibitors | 330,000 tested, 0.31% active | AID 540303; active = well fitted inhibition curve with a large enough effect; inconclusive = small, poorly fitted or top-dose-only effect; inactive = no such curve, though single readings can be large or run the other way; tested in mouse RAW 264.7 cells; also: % is scaled to controls: 0 for no effect and ±100 for the full control effect; nearly all actives have a fitted effect of over 55% in size
An asterisk follows results filed as active; ? = inconclusive; · = no result given; [ ] = remark or other dose. Unless noted, calls follow the shape of the dose curve; as a rule, active = well fitted curve in the direction sought with a large enough effect; inconclusive = small, poorly fitted or top-dose-only effect, or another doubt; inactive = no such curve, though single readings can be large; an effect the other way counts as inactive or inconclusive. Potency is read from the fitted curve at half-maximal effect. Compounds as they come; overall some 13% were active at least once.

Fields – uPA surface inh, BRCA1 expr act, NPC1 prom act, RORg inh, p53 reactivation, FLuc modulator, Rab9 promoter act, VP16 counter, ELG1 genotoxic, MBNL1 CUG block
- CC(C)NC(=O)N(C)C[C@H]1Oc2ccc(NS(=O)(=O)c3ccc(F)cc3)cc2C(=O)N([C@H](C)CO)C[C@@H]1C
    8%, 0%, ·, ·, 1%, ·, ·, ·, 2%, ·
- CCOC(=O)c1cc(=O)n2c(nc3ccccc32)[nH]1
    -9%, 37%, 28%, ·, 12%, 24µM*, ?, ·, 13%, ·
- Cc1c(Cl)cnc(NC(=O)COC(=O)c2ccncc2)c1Cl
    4%, -8%, 0%, ·, 1%, 2%, 1%, ·, 3%, ·
- Cc1ccc(C(C(=O)NC2CCCCC2)N(CC2CCCO2)C(=O)CCCC(=O)Nc2ccccn2)cc1 (stereo unspecified)
    3%, -19%, 2%, 2%, -1%, 1%, -3%, 25%, 0%, 1%
- Nc1c(Cl)cc2c(c1Oc1ccccc1)C(=O)c1ccccc1C2=O
    -10%, 20%, 27%, -33%, 6%, -17%, 1%, -3%, ?, ?
- Cn1cccc1C(=O)NCC(c1ccc(F)cc1)N1CCOCC1 (stereo unspecified)
    10%, -1%, 2%, 24%, -4%, -2%, -2%, -7%, 10%, -1%
- Cc1cc(Cl)c(S(=O)(=O)NCc2ccccc2)cc1OCC(N)=O
    3%, -14%, 1%, -12%, 0%, 1%, -4%, -2%, -2%, -1%
- COC(=O)CSc1nc(C)c(C(C)=O)cc1C#N
    ·, 64%, 15%, -40%, 11%, ?, 19%, 21%, 6%, 13%
- CN(C)C(=C(C#N)C#N)N1CCN(c2ccc(Cl)c(Cl)c2)CC1
    -7%, -55%, 0%, 35%, -1%, -2%, 4%, 6%, -8%, 0%
- CN(C)S(=O)(=O)c1cccc(NC(=O)COC(=O)c2cccnc2Cl)c1
    -1%, 25%, ·, ·, -2%, ·, ·, ·, 7%, ·
- O=S(=O)(NNc1cccc(Cl)n1)c1ccc(Cl)cc1
    -12%, -23%, 3%, ·, ·, -14%, 3%, ·, 2%, 5%
- Cn1c(N)c(C(=O)CSc2nnc(Cc3cccs3)n2C2CC2)c(=O)n(C)c1=O
    -4%, -5%, -2%, ·, -1%, 0%, 2%, ·, 1%, ·
- COc1ccc(-c2cc(C(=O)OCc3ccccn3)c3ccccc3n2)cc1
    -3%, -5%, 11%, -9%, 14%, 6.7µM*, 16%, -8%, -3%, 9%
- CCN1C(=NCc2cc(OC)c(OC)c(OC)c2)N[C@@H](c2cccc(F)c2)C(C(=O)OC)=C1C
    ·, ·, 0%, 17%, ·, 1%, -8%, -16%, ·, 0%
- COc1ccc(NC(=O)C2CCCN2C(=O)NCc2ccccc2)c(OC)c1 (stereo unspecified)
    0%, -39%, 8%, 9%, -6%, -1%, -3%, 9%, 4%, 2%
- CCn1c(-c2ccccc2)csc1=Nc1ccc(O)cc1
    -11%, ?, 2.8µM*, ?, 6%, 8.5µM*, 2.2µM*, -7%, ?, -8%
- O=c1c2ccccc2nc(SCc2cc(=O)n3ccsc3n2)n1CCCO
    ·, ·, -3%, -5%, -9%, -2%, -7%, 0%, 5%, -4%
- CN(CC(=O)NC1CCN(Cc2ccccc2)CC1)S(=O)(=O)c1ccc(Cl)cc1
    6%, -4%, -3%, ·, -2%, 4%, -13%, ·, -6%, ·
- Cc1ccc(CNC(=O)COC(=O)c2nc(-c3ccccc3)oc2C)cc1
    -3%, -26%, -4%, ·, 4%, -16%, 4%, ·, 1%, ·
- O=C(CCCn1c(=S)[nH]c2ccccc2c1=O)NC1CCCCC1
    1%, 1%[1.84 µM], -6%, ?, -5%, 0%, -7%, -11%, -2%, -4%
- O=C(CCN1C(=O)COc2ccccc21)NCCC1=CCCCC1
    2%, -4%, 1%, 7%, 5%, 4%, -5%, 3%, 0%, -12%
- O=C(CSC1=NS(=O)(=O)c2ccccc2N1)Nc1nccs1
    45%[activator], 5%, -2%, ·, 1%, ?, -2%, ·, 2%, ·
- COC(=O)c1c(NC(=O)c2ccco2)sc2c1CCC2
    -2%, -50%, 6%, 44%, -3%, -9%, 5%, -3%, 3%, ?
- CCOC(=O)Cn1cnc2c(nnn2-c2ccc(OC)cc2)c1=O
    ·, 9%, 2%, 4%, 20%, -6%, 7%, 6%, 0%, -9%
- Cc1cc(C)c(C#N)c(SCC(=O)Nc2ccc(S(=O)(=O)Nc3onc(C)c3C)cc2)n1
    2%, -12%, -1%, 9%, 6%, 3%, 0%, 0%, 1%, -3%
- Cc1onc(-c2ccccc2Cl)c1C(=O)O/N=C(\N)c1ccc([N+](=O)[O-])o1
    4.5µM*, -85%, 0%, 0%, 3%, 0%, 2%, -27%, -7%, ?
- C/C(CC1CC(C)OC1=O)=N\NC(N)=S (stereo unspecified)
    18%, -20%, -3%, 8.9µM*, -3%, 2%, 5%, ?, 0%, -8%
- CCN(CC)CC(=O)N1N=C(c2cccs2)CC1c1ccco1 (stereo unspecified)
    -1%, -8%, 2%, -12%, -4%, 5%, 0%, 10%, -1%, 11%
- CC(Oc1ccc2ccc(=O)oc2c1)C(=O)NCC1CCC(C(=O)O)CC1 (stereo unspecified)
    3%, -5%, -2%, 4%, ·, 5%, 5%, 4%, 0%, 4%
- COc1ccc(-n2nc([N+](=O)[O-])c(=NCCc3ccc(C)cc3)n2O)cc1
    -5%, -4%, ?, 23%, ?, -6%, ?, 4%, -1%, ?
- CC(NC(=O)CCc1nnc(-c2ccc(-c3ccccc3)cc2)o1)c1nccs1 (stereo unspecified)
    -3%, 1%, 18%, -27%, -6%, 17µM*, 13%, -26%, 4%, 12%
- CCOC(=O)c1oc2ccccc2c1NC(=O)c1ccc(S(=O)(=O)N(C)C)cc1
    ·, 3%, 0%, -8%, -4%, -1%, -1%, -6%, 1%, -6%
- Cc1ccc(NS(=O)(=O)c2ccc(C(=O)NCc3ccc(S(N)(=O)=O)cc3)cc2)cc1
    -7%, 1%, ·, ·, 2%, ·, ·, ·, 2%, ·
- COc1ccc(CCNC(=O)c2cc(=O)c3cc(C)ccc3o2)cc1
    1%, -40%, -4%, 33%, -3%, 4%, -3%, -14%, -4%, 3%
- O=C(COC(=O)c1cc(Cl)ccc1O)Nc1ccc2c(c1)OCCO2
    -4%, -4%, -3%, ·, 9%, ?, 3%, ·, 2%, ·
- CCOc1ccc(S(=O)(=O)NC(C)C(=O)NCc2cccnc2)cc1 (stereo unspecified)
    1%, 0%, -2%, 0%, 2%, -2%, -1%, 1%, -8%, -4%
- O=C(NNC(=O)C1CCCCC1)c1ccc(Br)cc1
    7%, ?, 11%, 18%, ?, 0%, 12%[1.84 µM], -20%[10 µM], ?, -5%
- O=C(CSc1nnc(-c2ccncc2)n1Cc1ccco1)OC1CCCCC1
    ·, -10%, -3%, 10µM*, 1%, 4%, 3%, ?, -6%, -5%
- COc1ccc(CCNC(=O)CSc2nc(C)nc3c2c(=O)n(C)c(=O)n3C)cc1OC
    -4%, 0%, 1%, 4%, 13%, 0%, -3%, 4%, -10%, -8%
- Cc1cc(C)cc(C(=O)NCC(=O)N2CCN(C(c3ccccc3)c3ccccc3)CC2)c1
    1%, -57%, 0%, 34%, 25%, 3%, -4%, 11%, -25%, -2%
- Cc1cc(C)n2nc(SCCOc3ccc(F)cc3)nc2n1
    3%, -30%, -3%, 23%, 8%, -7%, -3%, 6%, 10%, 1%
- COc1ccc(N2C(N)=C(C#N)C(c3cccnc3)C3=C2CC(C)(C)CC3=O)cc1 (stereo unspecified)
    -17%, -36%, 1%, 6%, -15%, 4%, 1%, ?, -3%, 17%
- CCN(CC(=O)Nc1c(F)cccc1F)C(=O)C1CC(=O)N(c2ccc3c(c2)OCCO3)C1 (stereo unspecified)
    0%, -7%, -1%, ·, 15%, -2%, -4%, ·, 3%, ·
- CC(=O)Nc1ccc(NC(=O)C(C)NC(C)c2cccc3ccccc23)cc1 (stereo unspecified)
    2%, -30%, 2%, 24%, 29%, -2%, 0%, 0%, 7%, 3%
- CC(Nc1nc(-c2cccc(Br)c2)cs1)c1nc2cc(Cl)c(N3CCCCC3)cc2n1CCOCCO (stereo unspecified)
    7%, -53%, -3%, -34%, ·, 0%, -6%, -21%, -9%, 3%
- Cc1ccc(C(=O)N/N=C\c2ccc(-c3ccc(Cl)c(Cl)c3)o2)cn1
    -10%, -54%, -2%, ?, -8%, -4%, -6%, ?, -8%, -3%
- COc1ccc(C(=O)N2CCCC(c3nc(-c4cccs4)no3)C2)cc1 (stereo unspecified)
    -5%, 6%, -2%, ?, -6%, 6%, 5%, 7%, -1%, -8%
- CO/N=C/c1cccn1-c1nccc(OC)c1C#N
    0%, -15%, 1%, -7%, 4%, 0%, 3%, -3%, 2%, 2%
- Cc1ccc(N2C(=O)SC(N(CC(=O)O)c3ccc(C)cc3)C2=O)cc1 (stereo unspecified)
    2%, 8%, 25%, 23%, 3%, 4%, -7%, 2%, 0%, -19%
- O=[N+]([O-])c1ccc(Oc2cccc(Br)c2)c2ccncc12
    -14%, -88%, -1%, ?, 22%, 1%, -1%, -6%, -11%, ?
- NS(=O)(=O)c1ccc(CCNC(=O)/C=C/c2ccc([N+](=O)[O-])cc2)cc1
    -1%, -22%, -3%, 13%, -3%, -2%, -3%, -8%, -5%, ?
- CC1=C(C(=O)Nc2cccc(C(=O)NC3CCCCC3C)c2)SCCO1 (stereo unspecified)
    2%, -5%, -5%, 16%, -3%, -13%, -3%, -9%, -10%, -5%
